IkB sig inh: IkB Signaling; AID 445, 2006; 110,000 tested, 0.04% active; Potency, µM (highest dose often 57.1 µM), inactives show at the highest dose IkBa stabilization activation; ABC-DLBCL IkBa-CBG/CBR dual luciferase ratio, 4 h; response scale: scaled: untreated 0%, proteasome inhibitor 100%; active = well fitted curve in the direction sought with a large enough effect in the signal ratio, not every such curve was filed as active; inconclusive = small, poorly fitted or top-dose-only effect, or a change in a side signal; the % refers to the signal ratio;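 also: the direction sought is a rising ratio; 0% = basal untreated cells and 100% = reference inhibitor full response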
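Luminescence ratio of IκBα-fused green versus native red beetle luciferase in OCI-Ly3 cells, 4 h post-doxycycline with compound; red signal alone, scaled from basal (0%) to zero light (-100%), flagged nonspecific or cytotoxic effects.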
Peg3 imprint: qHTS Assay for Compounds that Induce Erasure of Genomic Imprints. Potency, µM (titrated, usually from 60.7 µM), without a hit: at the highest dose activity change, positive = activation, most hits filed as activators. 110,000 tested, 0.02% active. mouse ES Peg3-LacZ reporter, beta-gal luminescence, 40 h;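 also: 0% = negative control wells on the plate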
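Readout: BetaGlo luminescence (5 min, room temp) for LacZ from the normally silent maternal Peg3 allele in female Peg3LacZ-Neo ES cells. Cells 300/well, 40 h, 37C, 5% CO2. Data normalized per plate to negative controls.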
p53ts 32C tox: qHTS Screen for Compounds that Selectively Target Cancer Cells with p53 Mutations: Cytotoxicity of p53ts Cells at the Permissive Temperature; H1299-p53A138V at 32C, ATP luminescence viability, 24 h; Potency, µM (top dose mostly 46.1 µM), for the others: top-dose activity change, negative = cytotoxicity, actives largely listed as cytotoxic; 130,000 tested, 0.93% active; AID 924, 2007;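 also: 0% = DMSO and -100% = full killing by reference compound; nearly all actives have a fitted effect of over 55% in size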
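Cells: H1299 p53ts (A138V), 600/well, pre-incubated 16–30 h at 37C. Cpd up to 46 uM, 24 h, 32C. Readout: ATPlite luminescence, 20 min RT. Normalization: DMSO vs tamoxifen 100 uM. AC50 by Hill equation.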
p53ts 39C tox: qHTS Screen for Compounds that Selectively Target Cancer Cells with p53 Mutations: Cytotoxicity of p53ts Cells at the Nonpermissive Temperature; H1299-p53A138V viability at 39C, ATP luminescence, 24 h; Potency, µM (doses to about 46.1 µM), for inactives: at the highest dose activity change, negative = cell killing, usual class: cytotoxic; 130,000 tested, 1.5% active; also: nearly all actives have a fitted effect of over 55% in size
An asterisk follows results filed as active; [ ] = dose if it differs, or a comment. Unless noted, calls follow the shape of the dose curve; as a rule, active = well fitted curve in the direction sought with a large enough effect; inconclusive = small, poorly fitted or top-dose-only effect, or another doubt; inactive = no such curve, though single readings can be large; an effect the other way counts as inactive or inconclusive. Unless noted, % is scaled to controls: 0 for no effect and ±100 for the full control effect; potency is read from the fitted curve at half-maximal effect.

How did O=C(Nc1ccc(Cl)cc1)c1ccc2c(c1)OCO2 do in these assays?
IkB sig inh: 11%; Peg3 imprint: -66%[inhibitor]; p53ts 32C tox: inconclusive; p53ts 39C tox: -29%

What do the screens show for `CCCc1[nH]nc2c1C(c1ccc(OC(=O)N3CCOCC3)c(OC)c1)C(C#N)=C(N)O2` (configuration not stated)?
IkB sig inh: -0.9%; Peg3 imprint: -4%; p53ts 32C tox: 13%; p53ts 39C tox: -15%

What do the screens show for `CCn1c(SCc2nc3ccccc3nc2C)nnc1-c1cccs1`?
IkB sig inh: 0.8%; Peg3 imprint: -4%; p53ts 32C tox: 1%; p53ts 39C tox: -4%

What do the screens show for `c1ccc(-c2ccc(N3CC4(CCNCC4)C3)cc2)cc1`?
IkB sig inh: 30%[11.4 µM]; p53ts 32C tox: 20µM*; p53ts 39C tox: 16µM*

What do the screens show for `O=C(COC(=O)C12CC3CC(CC(O)(C3)C1)C2)N1CCN(S(=O)(=O)c2ccc(Cl)cc2)CC1`?
IkB sig inh: 1.9%; Peg3 imprint: 10%; p53ts 32C tox: 5%; p53ts 39C tox: 3%

Results for COc1ccccc1OCC(=O)Nn1c(=S)[nH]c2ncccc2c1=O ?
p53ts 32C tox: 19%; p53ts 39C tox: 0%

Results for CCOC(=O)c1c(C)n(C)c2ccc(OCC(O)Cn3nc(C)cc3C)cc12 (configuration not stated) ?
IkB sig inh: -0.2%; Peg3 imprint: -23%; p53ts 32C tox: 12%; p53ts 39C tox: 2%

Results for Cc1ccc(NC(=O)NC(=O)N(c2ccccc2)S(C)(=O)=O)cc1 ?
IkB sig inh: -0.4%; Peg3 imprint: 0%; p53ts 32C tox: 10%; p53ts 39C tox: -12%

How did Cc1nnc(N2CCC(C(=O)NC(C)C)CC2)c2nn(-c3ccccc3)c(C)c12 do in these assays?
IkB sig inh: -0.3%; Peg3 imprint: -10%[10.9 µM]; p53ts 32C tox: 4%; p53ts 39C tox: -7%

How did COC(=O)C1CCN(C(=O)CN2C(=O)NC(CCc3ccccc3)C2=O)CC1 (configuration not stated) do in these assays?
IkB sig inh: 0.5%; Peg3 imprint: 19%; p53ts 32C tox: 1%; p53ts 39C tox: 3%

What do the screens show for `CCOc1cc(C(=O)Nc2cnccn2)cc(OCC)c1OCC`?
IkB sig inh: 4.5%; Peg3 imprint: -23%; p53ts 32C tox: 18%; p53ts 39C tox: 11%

Results for CC(=O)c1ccc(NC(=O)CSc2ccc(-c3cccs3)nn2)cc1 ?
IkB sig inh: -2.8%; Peg3 imprint: -19%[10.9 µM]; p53ts 32C tox: -4%; p53ts 39C tox: -11%

What do the screens show for `CCOc1ccc(OC(=O)c2cn(-c3cccc(OC)c3)c(=O)c3ccccc23)cc1`?
IkB sig inh: 1.4%; Peg3 imprint: -5%[10.9 µM]; p53ts 32C tox: 8%; p53ts 39C tox: inconclusive

What do the screens show for `N#Cc1cc2c(=O)n3ccccc3nc2n(CCCN2CCOCC2)c1=O`?
IkB sig inh: -2.0%; Peg3 imprint: -9%; p53ts 32C tox: -8%; p53ts 39C tox: 3%

Results for COc1ccc(NC(=O)c2oc3ccccc3c2NC(=O)c2ccco2)cc1 ?
IkB sig inh: inconclusive; Peg3 imprint: -23%; p53ts 32C tox: 0%; p53ts 39C tox: -21%

What do the screens show for `COc1ccccc1CNS(=O)(=O)c1ccc2[nH]c3c(c2c1)CCCCC3`?
IkB sig inh: 0.2%; Peg3 imprint: 9%[10.9 µM]; p53ts 32C tox: 17%; p53ts 39C tox: inconclusive

Results for O=c1oc2ccccc2cc1C1=Nn2c(nnc2-c2cccnc2)SC1 ?
IkB sig inh: 13%; Peg3 imprint: -15%; p53ts 32C tox: 4%; p53ts 39C tox: 10%

What do the screens show for `CC(C)NS(=O)(=O)c1ccc(CCC(=O)NCc2ccc3c(c2)OCO3)cc1`?
p53ts 32C tox: 8%; p53ts 39C tox: 1%

Results for O=C(NCCNc1ccc([N+](=O)[O-])cc1C(F)(F)F)c1cccc(F)c1 ?
p53ts 32C tox: -25%; p53ts 39C tox: inconclusive

Results for COc1ccc(CN(C(=O)c2ccccc2OC)C2CCS(=O)(=O)C2)cc1 (configuration not stated) ?
IkB sig inh: 1.7%; Peg3 imprint: 20%; p53ts 32C tox: -1%; p53ts 39C tox: 15%

How did CCn1c(SCC(=O)c2ccc(Cl)s2)nnc1-c1cccs1 do in these assays?
IkB sig inh: 1.7%; Peg3 imprint: -11%; p53ts 32C tox: -9%; p53ts 39C tox: -10%

Results for CCCC(=O)Nc1ccc(N2CCCCC2)cc1 ?
IkB sig inh: 3.1%; Peg3 imprint: -19%; p53ts 32C tox: inconclusive; p53ts 39C tox: inconclusive

How did N[C@@H](CSC(=O)c1ccccc1)C(=O)O do in these assays?
IkB sig inh: -0.6%[11.4 µM]; Peg3 imprint: 0%[10.9 µM]; p53ts 32C tox: 3%[9.22 µM]; p53ts 39C tox: -3%[9.22 µM]

What do the screens show for `O=C1NC(=O)C2(COC3(CCCC3)OC2)S1`?
IkB sig inh: 0.5%; Peg3 imprint: -5%; p53ts 32C tox: 0%; p53ts 39C tox: 14%

What do the screens show for `Cc1ccc(C)c(Cn2cc(S(=O)(=O)c3ccc(Cl)cc3)c(=O)c3cc(F)ccc32)c1`?
IkB sig inh: inconclusive; Peg3 imprint: -11%[10.9 µM]; p53ts 32C tox: 4%; p53ts 39C tox: -1%

What do the screens show for `COc1ccccc1CN1CC[C@@]2(CCCN(C(=O)c3ccco3)C2)C1`?
IkB sig inh: -1.5%[11.4 µM]; p53ts 32C tox: -5%; p53ts 39C tox: -9%

What do the screens show for `Cc1onc(-c2ccccc2)c1C(=O)Nc1ccc2c(c1)OCCO2`?
IkB sig inh: -2.3%; Peg3 imprint: -7%; p53ts 32C tox: 2%; p53ts 39C tox: -7%

How did O=C(Cc1c(C(=O)O)[nH]c2ccccc12)Nc1cccc(C(F)(F)F)c1 do in these assays?
IkB sig inh: 14%; Peg3 imprint: -5%[10.9 µM]; p53ts 32C tox: -11%; p53ts 39C tox: -24%

What do the screens show for `O=C(NC1CC2CCCC(C1)N2S(=O)(=O)c1ccccc1)c1ccccc1` (configuration not stated)?
IkB sig inh: 0.5%; Peg3 imprint: 1%; p53ts 32C tox: 15%; p53ts 39C tox: -2%

Results for COc1cccc2c1C(=O)c1c(O)c3c(c(O)c1C2=O)C[C@@](O)(C(=O)CO)C[C@@H]3O[C@H]1C[C@H](N)[C@H](O)[C@H](C)O1 ?
Peg3 imprint: -29%; p53ts 32C tox: -5%[1.84 µM]; p53ts 39C tox: -12%

Results for Cc1cc(NC(=O)CSc2nccn2-c2ccc(Cl)cc2)no1 ?
IkB sig inh: -3.1%; Peg3 imprint: -14%; p53ts 32C tox: -5%; p53ts 39C tox: -6%

What do the screens show for `CCCC(C)n1[nH]c(=O)cc1N` (configuration not stated)?
p53ts 32C tox: 0%; p53ts 39C tox: 5%

Results for FC(F)(F)c1ccc(CN2C[C@@H]3C(c4ccc(C(F)(F)F)cc4)C4(c5cccnc5)CC3(C4)[C@H]2c2ccccc2)cc1 (some centres not stated) ?
Peg3 imprint: -8%; p53ts 32C tox: -6%; p53ts 39C tox: -1%

What do the screens show for `CCOC(=O)c1sc(NC(=O)CCSC)nc1C`?
IkB sig inh: -0.2%; Peg3 imprint: -15%; p53ts 32C tox: -6%; p53ts 39C tox: 0%

Results for CN(C#N)c1nc(N2CCOCC2)nc(N2CCOCC2)n1 ?
IkB sig inh: -1.7%; Peg3 imprint: -4%; p53ts 32C tox: 12%; p53ts 39C tox: 7%

How did CC(C)Oc1ccc(C(=O)N(Cc2ccco2)c2ccccn2)cc1 do in these assays?
IkB sig inh: -0.4%; Peg3 imprint: -7%[10.9 µM]; p53ts 32C tox: inconclusive; p53ts 39C tox: inconclusive

Results for COC(=O)c1sc2ncccc2c1-n1c(C)ccc1C ?
IkB sig inh: -0.4%; Peg3 imprint: 8%[10.9 µM]; p53ts 32C tox: 7%; p53ts 39C tox: -14%

Results for Cc1ccc(S(=O)(=O)NCC(=O)N(CC(=O)NCC2CCCO2)Cc2ccccc2)cc1 (configuration not stated) ?
IkB sig inh: -1.4%; Peg3 imprint: -4%; p53ts 32C tox: -10%; p53ts 39C tox: -3%

What do the screens show for `N#Cc1nc(/C=C/c2ccc(F)cc2)oc1NCc1ccc(F)cc1`?
IkB sig inh: inconclusive; Peg3 imprint: -12%[10.9 µM]; p53ts 32C tox: 4%; p53ts 39C tox: -13%

How did Cc1ccc2nc(Nc3ncc4c(n3)CCCC4=O)nc(C)c2c1 do in these assays?
IkB sig inh: -4.3%; Peg3 imprint: -14%; p53ts 32C tox: 12%; p53ts 39C tox: 4%

What do the screens show for `O=C(c1ccco1)N1CCN(c2nc3c(F)cc(F)cc3s2)CC1`?
IkB sig inh: 1.1%; Peg3 imprint: 12%[10.9 µM]; p53ts 32C tox: 7%; p53ts 39C tox: -14%

What do the screens show for `COc1ccc(CNC(=O)c2cnc3cc(C)ccn3c2=O)cc1`?
IkB sig inh: -1.0%; Peg3 imprint: 6%[10.9 µM]; p53ts 32C tox: -1%; p53ts 39C tox: -4%

What do the screens show for `COc1ccc2cc(C(c3nnnn3CCc3ccccc3)N3CCCC(C)C3)c(=O)[nH]c2c1` (configuration not stated)?
IkB sig inh: inconclusive; Peg3 imprint: -13%; p53ts 32C tox: 30%[activator]; p53ts 39C tox: -13%

What do the screens show for `COc1ccccc1NC(=O)NC1(C(=O)N2CCC(O)CC2)CCCCC1`?
IkB sig inh: 1.0%; Peg3 imprint: -4%; p53ts 32C tox: 2%; p53ts 39C tox: 7%

Results for CC(C)CCNC(=O)C(Cc1ccccc1)NS(=O)(=O)c1ccc2c(c1)c(=O)n(C)c(=O)n2C (configuration not stated) ?
IkB sig inh: -2.0%; Peg3 imprint: 24%[10.9 µM]; p53ts 32C tox: -1%; p53ts 39C tox: -13%

Results for Cc1ccccc1NC(=O)c1cccc2nccnc12 ?
IkB sig inh: -0.3%; Peg3 imprint: -26%; p53ts 32C tox: -4%; p53ts 39C tox: -9%

Results for COc1cccc(OC)c1C(=O)Nc1nnc(C(C)C)s1 ?
IkB sig inh: -0.4%; Peg3 imprint: -3%; p53ts 32C tox: 2%; p53ts 39C tox: 10%

What do the screens show for `O=C(CCCn1c(=S)[nH]c2cc3c(cc2c1=O)OCO3)N1CCN(c2ccccn2)CC1`?
IkB sig inh: inconclusive; Peg3 imprint: -3%; p53ts 32C tox: 9%; p53ts 39C tox: -10%

Four structures out of the list, ordered by molar mass, lowest first:
Results for COc1cccc(OC)c1C(=O)Nc1nnc(C(C)C)s1 ?
IkB sig inh: -0.4%; Peg3 imprint: -3%; p53ts 32C tox: 2%; p53ts 39C tox: 10%

How did Cc1ccc2nc(Nc3ncc4c(n3)CCCC4=O)nc(C)c2c1 do in these assays?
IkB sig inh: -4.3%; Peg3 imprint: -14%; p53ts 32C tox: 12%; p53ts 39C tox: 4%

What do the screens show for `N#Cc1nc(/C=C/c2ccc(F)cc2)oc1NCc1ccc(F)cc1`?
IkB sig inh: inconclusive; Peg3 imprint: -12%[10.9 µM]; p53ts 32C tox: 4%; p53ts 39C tox: -13%

What do the screens show for `COc1ccccc1NC(=O)NC1(C(=O)N2CCC(O)CC2)CCCCC1`?
IkB sig inh: 1.0%; Peg3 imprint: -4%; p53ts 32C tox: 2%; p53ts 39C tox: 7%

Next part.
How did COC(=O)c1cccc(S(=O)(=O)N2CCCCC2)c1 do in these assays?
IkB sig inh: 1.6%; Peg3 imprint: 11%; p53ts 32C tox: -1%; p53ts 39C tox: 2%

What do the screens show for `COC(=O)CCC(=O)Nc1ccc(OC)cc1`?
IkB sig inh: 0.6%; Peg3 imprint: -1%; p53ts 32C tox: 8%; p53ts 39C tox: 12%

Results for O=C(NC1CC1)c1ccc(-c2nc3ccccc3s2)s1 ?
IkB sig inh: inconclusive; Peg3 imprint: -83%[inhibitor]; p53ts 32C tox: 0.5µM*; p53ts 39C tox: 0.4µM*

What do the screens show for `CSc1ccc(-c2c(C#N)c(N)nc3c2c(C)nn3-c2ccccc2)cc1`?
IkB sig inh: -1.3%; Peg3 imprint: -15%; p53ts 32C tox: -13%; p53ts 39C tox: -1%

No enrichment for hits. Share with any hit: about 1.7%.
